L3MBTL1 block: L3MBTL1 (human) inhibition | AID 485360 | Potency, µM (series often up to 57.1 µM), without a hit: top-dose activity, negative = inhibition, usual class: inhibitors | Q9Y468 | AlphaScreen L3MBTL1–H3K9me1 peptide binding | 0.66% of 230,000 active; note: potency is the fitted concentration of half-maximal effect; % is set by controls: 0 for no effect and ±100 for the full control effect; nearly all actives have a fitted effect of over 60% in size
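AlphaScreen assay: L3MBTL1 (50 nM final) was preincubated 30 min at room temperature with biotinylated H3(1-15)K9me1 peptide (75 nM final), then 30 min with library compounds; streptavidin donor and nickel chelate acceptor beads (10 ug/mL final) added, 30 min dark.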
HttQ103 aggreg: reduces HttQ103-GFP aggregates in PC12 cells. PC12 HttQ103-GFP aggregates, Acumen cytometry, 40 h. Potency, µM (series often up to 46.1 µM), for the others: at the highest dose activity change, negative = inhibition, hits mostly inhibitors. 1.1% of 220,000 active; note: potency is the fitted concentration of half-maximal effect; % is set by controls: 0 for no effect and ±100 for the full control effect; nearly all actives have a fitted effect of over 60% in size
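Huntingtin Q103 exon 1–GFP aggregates in induced PC12 cells (100 nM tebufenozide) were quantified by cytometry from lysates, with compounds dosed in titration.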
KinaseGlo FLuc: counter-screen: inhibitors of Kinase-Glo firefly luciferase | Q27757 | Kinase-Glo luciferase, ATP luminescence, 8 min | Potency, µM (doses to about 38.3 µM), without a hit: top-dose activity change, negative = inhibition, hits mostly inhibitors | 0.28% of 200,000 active; note: potency is the fitted concentration of half-maximal effect; % is set by controls: 0 for no effect and ±100 for the full control effect; nearly all actives have a fitted effect of over 60% in size
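Inhibition of Kinase-Glo luciferase light generation was assessed at 10 uM ATP in pH 7.2 imidazole buffer, with luminescence measured after eight minutes at ambient temperature.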
IMPase Li cell: membrane-permeable IMPase blocker, potentiated with lithium; Potency, µM (titrated, usually from 59.4 µM), inactives show top-dose activity, negative = IMPase inhibition, usual class: inhibitors; 0.35% of 210,000 active; CHO-M1 cells, IP1 TR-FRET (IP-One), carbachol + lithium;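 note: IP1 builds up when IMPase is blocked and the TR-FRET signal falls; potency is the fitted concentration of half-maximal effect; plate controls were basal vehicle for no effect and high inhibitor control for full effect; nearly all actives have a fitted effect of over 50% in size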
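CHO-M1, 2000 cells/well, 16–30 h culture; cpd + low Li+, 30 min 37C; lysis with d2-IP1/Eu-anti-IP1 Ab, 10 min RT; TR-FRET 665/620 ratio and 620 channel; AC50 via Hill.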
NPSR antagonist: neuropeptide S receptor (human) antagonism, cAMP. CHO-NPSR cells, cAMP TR-FRET, antagonist mode. Q6W5P4. AID 1461. Potency, µM (highest dose often 38.3 µM), inactives show at the highest dose activity change, negative = inhibition, usual class: inhibitors. 1% of 220,000 active; note: potency is the fitted concentration of half-maximal effect; % is set by controls: 0 for no effect and ±100 for the full control effect; nearly all actives have a fitted effect of over 50% in size; many of its hits are not listed in these tables
Target sequence (Q6W5P4 whole entry, looked up): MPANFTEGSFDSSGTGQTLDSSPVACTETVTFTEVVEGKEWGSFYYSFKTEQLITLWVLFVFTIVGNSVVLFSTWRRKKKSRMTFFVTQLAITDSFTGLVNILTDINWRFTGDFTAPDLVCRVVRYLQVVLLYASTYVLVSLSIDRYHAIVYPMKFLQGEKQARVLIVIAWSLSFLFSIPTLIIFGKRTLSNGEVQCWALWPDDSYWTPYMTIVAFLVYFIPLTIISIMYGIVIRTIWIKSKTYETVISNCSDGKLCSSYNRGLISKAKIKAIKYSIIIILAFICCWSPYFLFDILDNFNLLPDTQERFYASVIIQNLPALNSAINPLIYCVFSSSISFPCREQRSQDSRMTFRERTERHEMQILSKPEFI
Epigenetic reg: regulators of epigenetic silencing causing reporter derepression in mouse cells. murine LDR cells, GFP reporter derepression, 30 h. 0.2% of 280,000 active. Potency, µM (doses to about 53.9 µM), for inactives: top-dose GFP activation, most hits filed as activators; note: potency is the fitted concentration of half-maximal effect; % of control where 0% means no effect; nearly all actives have a fitted effect of over 60% in size
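Derepression of a silenced CMV-GFP reporter in murine LDR cells is scored by enumerating GFP-positive cells with a laser-scanning microplate cytometer after 30 hours of treatment at 37 C.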
CBFb RUNX1 block: CBF-beta/RUNX1 interaction disruption; AID 1477; Potency, µM (top dose mostly 59.8 µM), inactives show at the top dose activity, negative = inhibition, usual class: inhibitors; Q01196+Q13951; AlphaScreen CBFb-His/RUNX1-biotin binding, biochemical; 230,000 tested, under 10 active; note: % of control where 0% means no effect
Target sequence (Q01196 whole entry, looked up): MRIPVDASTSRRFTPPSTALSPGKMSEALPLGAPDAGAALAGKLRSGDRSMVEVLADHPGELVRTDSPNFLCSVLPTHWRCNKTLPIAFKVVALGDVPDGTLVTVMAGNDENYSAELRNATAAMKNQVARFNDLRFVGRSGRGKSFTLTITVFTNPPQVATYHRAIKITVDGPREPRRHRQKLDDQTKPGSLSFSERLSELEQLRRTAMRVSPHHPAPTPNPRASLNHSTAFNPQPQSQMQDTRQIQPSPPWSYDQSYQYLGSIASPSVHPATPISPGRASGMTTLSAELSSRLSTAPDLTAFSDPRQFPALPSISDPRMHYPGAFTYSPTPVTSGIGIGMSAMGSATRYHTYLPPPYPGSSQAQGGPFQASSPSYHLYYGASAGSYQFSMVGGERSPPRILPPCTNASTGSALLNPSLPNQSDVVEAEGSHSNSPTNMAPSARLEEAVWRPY
Target sequence (Q13951 whole entry, looked up): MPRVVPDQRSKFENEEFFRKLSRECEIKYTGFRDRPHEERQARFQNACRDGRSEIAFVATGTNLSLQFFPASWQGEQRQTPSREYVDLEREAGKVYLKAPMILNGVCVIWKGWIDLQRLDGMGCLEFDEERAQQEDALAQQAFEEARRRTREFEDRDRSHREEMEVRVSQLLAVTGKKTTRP
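Room-temperature protein-protein interaction test with 30 nM each of His-tagged CBF-beta and biotinylated RUNX1, 15 min with compound, then 90 min with nickel plus streptavidin beads. Signal read in AlphaScreen mode.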
* hit, by the source's call; ? = inconclusive; / = no result given; & = joins results of further samples; [ ] = another dose, or the depositor's remark. Calls come from the whole dose curve; as a rule, active = well fitted curve in the direction sought with a large enough effect; inconclusive = small, poorly fitted or top-dose-only effect, or another doubt; inactive = no such curve, though single readings can be large; an effect the other way counts as inactive or inconclusive. Only part of the results is shown; count on the stated rates, not on these rows.

SMILES	L3MBTL1 block	HttQ103 aggreg	KinaseGlo FLuc	IMPase Li cell	NPSR antagonist	Epigenetic reg	CBFb RUNX1 block
O=C(N1CCN(Cc2ccc3c(c2)OCO3)CC1)C12CC3CC(CC(C3)C1)C2	-1%	-21%	/	/	-16%[46.1 µM]	-7.8%	1%
CCOC(=O)c1sc(NC(=O)CCN2C(=O)c3cccc([N+](=O)[O-])c3C2=O)c(C(=O)OCC)c1C	-6%	16%	2%	-1%	-16%[46.1 µM]	-0.9%	5%
COC(=O)Cn1c(=O)c2c(nc3n2CC(C)CN3c2ccc(C)c(C)c2)n(C)c1=O (configuration not stated)	/	10%[9.22 µM]	/	/	-13%	1.1%	7%
COC(=O)Cn1cc(/C=N/NC(=O)c2ccc(C#N)cc2F)c2ccccc21	-3%	2%	-1%	-3%[38.3 µM]	-3%[46.1 µM]	-1.2%	6%
COc1ccc(-c2ccc3nnc(SCC(N)=O)n3n2)cc1	/	-21%	-1%	-1%	56%	1.1%	-1%
S=c1[nH]nc(-c2ccc3ccccc3n2)n1-c1cc(Cl)cc(Cl)c1	-15%	?	3%	10µM*	-58%	1.0%	1%
Cc1ccc(C(=O)Nc2cc3c(cc2Cl)OCCCO3)cc1	4%	-7%	5%	4%[38.3 µM]	-23%[46.1 µM]	-2.3%	3%
O=C(O)c1ccc(Nc2ncnc3c2cnn3Cc2ccccc2)cc1	-19%	1%	-7%	-2%	-11%	-0.1%	8%
COc1ccc(OCc2nnc(SCC(=O)NCc3ccco3)o2)cc1	-1%	-1%	-2%	6%[38.3 µM]	-4%[46.1 µM]	0.0%	-2%
COc1ccc(/C=C/CN2CCC(CO)(Cc3ccccc3Cl)CC2)cc1	?	8%[9.22 µM]	-7%	24%	-31%	1.4%	-1%
COc1ccccc1C(=O)N(CCN(C)C)c1nc2cc(C)cc(C)c2s1	/	-20%	-1%	7%	-30%	-2.6%	-4%
CC(C)C(=O)N=C1NC(=O)CS1	5%	9%	1%	-5%	12%	-0.9%	11%
COC(=O)C1NN=C(C(=O)c2ccc(Br)cc2)C1c1cccc(Br)c1 (configuration not stated)	-18%	-1%	-1%	11%	-50%	0.0%	7%
CCCCCCCSc1nnc(-c2ccccc2N)c(=O)[nH]1	/	?	10%	11%	-14%	2.4%	1%
Cc1ccc(NC(=O)C(=O)NCCN2CCN(S(C)(=O)=O)CC2)cc1C	0%	15%[9.22 µM]	-6%	5%	-30%	4.4%	4%

Brought forward from above: 2 entries; new compounds follow.
SMILES	L3MBTL1 block	HttQ103 aggreg	KinaseGlo FLuc	IMPase Li cell	NPSR antagonist	Epigenetic reg	CBFb RUNX1 block
CCCCCCCSc1nnc(-c2ccccc2N)c(=O)[nH]1	/	?	10%	11%	-14%	2.4%	1%
Cc1ccc(NC(=O)C(=O)NCCN2CCN(S(C)(=O)=O)CC2)cc1C	0%	15%[9.22 µM]	-6%	5%	-30%	4.4%	4%
O=C(c1ccccc1F)N1CCN(c2ccccc2)CC1	8%	?	1%	15%	-2%[46.1 µM]	0.1%	12%
COc1ccc(C(c2nnnn2CC2CCCO2)N2CCN(c3ccccc3)CC2)cc1 (configuration not stated)	4%	-8%	-4%	-4%[38.3 µM]	-15%[46.1 µM]	-1.1%	-1%
Cc1nc(NC(=O)/C=C/c2ccccc2)sc1C(=O)Nc1ccccc1Cl	-4%	0%	0%	-11%[38.3 µM]	-27%[46.1 µM]	-0.9%	5%
Cc1cc(C(=O)N/N=C\C(Br)=C\c2ccccc2)c(C)o1	-9%	-5%	-3%	10%	-32%	16%	-7%
CCc1ccc(S(=O)(=O)NCc2cn3ccccc3n2)s1	31%[activator]	?	3%	2%[38.3 µM]	17%[46.1 µM]	1.0%	0%
Cc1ccc(Nc2nnc(SCc3cc(=O)n4cc(C)ccc4n3)s2)cc1	-4%	29%	1%	12%	18%	5.1%	13%
O=c1oc(Nc2cccc(Cl)c2)nc2ccccc12	11%	-22%[9.22 µM]	-4%	3%	19%	-0.7%[10.1 µM]	-5%
CSCCC1Nc2ccc(S(=O)(=O)N3CCOCC3)cc2NC1=O (configuration not stated)	-7%	8%	1%	10%	-17%	-0.4%	0%
CN1/C(=C\C(=O)CN2C(=O)NC3(CCCCCC3)C2=O)C(C)(C)c2ccccc21	/	-2%[9.22 µM]	2%	17%[38.3 µM]	-19%[46.1 µM]	1.8%	-6%
CN(C)CC1(c2ccccc2)CCCC1	2%	6%	-1%	-1%[38.3 µM]	7%[46.1 µM]	0.8%	21%
CCn1nccc1C(=O)Nc1cc(Cl)cc(Cl)c1	5%	3%	-4%	16%	?	2.3%	12%
CC(C)c1nnc(NC(=O)CCCC(=O)O)s1	/	-9%	-6%	-7%[38.3 µM]	4%[46.1 µM]	0.1%	2%
O=C(C1CCN(S(=O)(=O)c2cnc[nH]2)CC1)N(CCc1ccccc1)Cc1ccccc1	/	5%	9%	-7%	-14%	1.7%	6%
Nc1c(C(=O)NCc2ccccc2)c2nc3ccccc3nc2n1-c1ccc2c(c1)OCO2	7%	8%	9%	-23%	-3%[46.1 µM]	0.0%	4%
NC(=O)CSc1nnc(-c2cccs2)n1Cc1ccco1	0%	-10%[9.22 µM]	/	/	8%	0.8%	-11%
N#Cc1c(N)oc(-c2ccc3c(c2)OCO3)c1-c1ccc2c(c1)OCO2	/	5%	14%	15%[38.3 µM]	-17%[46.1 µM]	0.8%	-5%
Cn1c(=O)c2c(nc(SCc3nn[nH]n3)n2Cc2ccccc2F)n(C)c1=O	3%	-17%	0%	15%	11%[46.1 µM]	1.2%	8%
Cc1ccnc(NC(=O)c2ccc(Cl)c(NC(=O)CCc3ccccc3)c2)c1	3%	6%	-3%	9%	-12%	5.5%	5%
Cc1cc(C)c(S(=O)(=O)Nc2ccc(O)c(Sc3ncn[nH]3)c2)c(C)c1	-15%	?	-5%	9%	4%	-1.0%	-14%
Nc1c(Cl)ncnc1N/N=C/c1ccc(O)cc1	/	-3%[9.22 µM]	/	/	-13%	0.0%	7%
COc1cccc(N2CCN(C(=O)c3ccc4nc(N5CCC(C)CC5)sc4c3)CC2)c1	/	10%[9.22 µM]	/	/	-49%	1.0%&-1.4%	-2%
Cc1cc(NC(=O)c2cccs2)ncc1NC(=O)c1cccc(F)c1	4%	9%[9.22 µM]	-10%	-4%	-9%	-3.0%	-2%
O=C(CN1C(=O)c2ccccc2S1(=O)=O)NC1CCCCCC1	-7%	-10%	-1%	23%[38.3 µM]	-1%[46.1 µM]	0.1%	14%
O=C(Nc1nc(-c2ccccc2)ns1)c1cccs1	7%	?	2%	12%[38.3 µM]	-28%[46.1 µM]	-1.1%	14%
O=C(Cn1cc(C(=O)C(F)(F)F)c2ccccc21)NCc1ccco1	/	-10%	1%	8%	-12%	0.9%	5%
O=C(c1ccccc1)N1CCN(C(=O)c2ccc([N+](=O)[O-])cc2)CC1	3%	7%	-1%	10%	9%	0.0%	4%
CC(C)CC(NC(=O)OC(C)(C)C)C(=O)O (configuration not stated)	-6%	13%[9.22 µM]	/	/	3%	-4.4%	12%
Cc1cc(C)c2nc(-c3ccccn3)cc(C(=O)NCCc3ccc(S(N)(=O)=O)cc3)c2c1	/	-25%	/	-25%	-51%	5.1%	5%
CSc1nc(SCC(=O)NCC2CCCO2)c2c3c(sc2n1)CN(C)CC3 (configuration not stated)	/	11%[9.22 µM]	/	/	1%	1.0%	3%
COc1cc(C)c(NC(=S)NCCCN2CCOCC2)cc1OC	/	16%	8%	6%	-2%	-3.1%	1%

IMPase Li cell: entries above that show a hit.
SMILES | L3MBTL1 block | HttQ103 aggreg | IMPase Li cell | NPSR antagonist | Epigenetic reg | CBFb RUNX1 block
S=c1[nH]nc(-c2ccc3ccccc3n2)n1-c1cc(Cl)cc(Cl)c1 | -15% | ? | 10µM* | -58% | 1.0% | 1%

(further entries)
SMILES	L3MBTL1 block	HttQ103 aggreg	KinaseGlo FLuc	IMPase Li cell	NPSR antagonist	Epigenetic reg	CBFb RUNX1 block
CCCCS(=O)CC(O)COc1ccc(C(C)(C)C)cc1 (configuration not stated)	-10%	-5%	/	/	2%[46.1 µM]	-5.1%	-3%
O=C(NCc1ccccc1Cl)c1ccc(Br)o1	10%	13%	1%	5%	-8%	2.8%	-2%
CCCn1c(SCC(=O)Nc2nnc(-c3ccccc3)s2)nnc1-c1ccccn1	-13%	16%	-1%	-5%[38.3 µM]	?	-1.9%	4%
Cc1ccc(-c2nn[nH]n2)cc1Cl	4%	-4%[9.22 µM]	/	/	16%	0.1%	5%
O=C1c2ccccc2S(=O)(=O)N1Cc1cc(=O)n2ccsc2n1	-3%	19%	-6%	-6%[38.3 µM]	10%[46.1 µM]	-1.7%	5%
Cc1ccc(S(=O)(=O)NCCCN2CCOCC2)cc1C	0%	9%	1%	-11%	-18%[46.1 µM]	-2.0%	4%
CC(=O)c1ccccc1NC(=O)CC1(CC(=O)O)CCCCC1	6%	2%	1%	1%	-15%	-0.2%	2%
Cc1ccc(S(=O)(=O)N[C@H](C(=O)N2CCC3(O)CCCCC3C2)c2ccccc2)cc1 (some centres not stated)	2%	-7%	0%	-8%[38.3 µM]	-9%[46.1 µM]	-0.8%	1%
O=C(Nc1cccc2ncccc12)c1cccnc1	?	-17%	0%	13%	-15%[46.1 µM]	-1.1%	-22%
O=c1c2ccc([N+](=O)[O-])cc2ncn1CCOc1cccc(Br)c1	?	0%	5%	18%	-10%	5.4%	-28%
O=C(O)C1C2CC3C(OC(=O)C31)C2Cl (configuration not stated)	-1%	-12%	2%	-3%	7%	-1.1%	-1%
CCOC(=O)N1CCN(C(=O)CSc2ccc(-c3cccc(OC)c3)nn2)CC1	/	-15%	1%	-4%	8%	-1.2%	0%
COc1cccc(-c2noc(CCCC(=O)Nc3ccc(C(N)=O)cc3)n2)c1	/	7%	10%	5%	-8%	-0.1%	3%
COCCCn1c(C)nnc1SCC(=O)NCc1ccco1	19%[11.4 µM]	7%	5%	2%	9%	-1.0%	11%
Cc1cccc(NCCNc2cccc(C)c2)c1	-8%	?	-4%	0%[38.3 µM]	-7%[46.1 µM]	-0.8%	-4%
CCC(=O)Nc1nc2nc(-c3ccccc3)cc(=O)n2[nH]1	/	22%[9.22 µM]	/	/	13%	1.1%	5%
CS(=O)(=O)N(CC(=O)Nc1ccccc1C(=O)N1CCOCC1)c1ccc2c(c1)OCO2	/	-10%	-1%	21%[38.3 µM]	-8%[46.1 µM]	-1.1%	7%
COc1ccccc1N(CC(=O)NCC1CCCO1)C(=O)CNS(=O)(=O)c1ccc(Cl)cc1 (configuration not stated)	/	-2%[9.22 µM]	/	/	-1%	-1.8%	2%
O=C(c1cc(COc2ccc3ncccc3c2)on1)N1CCC(O)CC1	-10%	-18%[9.22 µM]	-8%	2%	17%	-1.1%	-9%
CC1CCCN(CCCNC(=O)CCn2nc(-c3ccccc3)ccc2=O)C1 (configuration not stated)	-11%[11.4 µM]	?	-4%	31%[activator][38.3 µM]	-10%[46.1 µM]	0.0%	8%
